# HRas wt GTP bind: changes GTP binding to wildtype human HRas. P01112. GST-Ras wt beads, Bodipy-FL-GTP binding, flow cytometry; actives lie on both sides. GTP binding activity, % at 10 µM. 190,000 tested, 0.14% active. AID 759;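 active = GTP binding activity at least 20% away from the 100% baseline, either lowered as inhibitor or raised as activator; inconclusive = flagged as likely green fluorescent, judged across all proteins in the well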;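 note: 0% = unlabeled GTP competition control and 100% = no-compound control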
# Target sequence (P01112 whole entry, looked up): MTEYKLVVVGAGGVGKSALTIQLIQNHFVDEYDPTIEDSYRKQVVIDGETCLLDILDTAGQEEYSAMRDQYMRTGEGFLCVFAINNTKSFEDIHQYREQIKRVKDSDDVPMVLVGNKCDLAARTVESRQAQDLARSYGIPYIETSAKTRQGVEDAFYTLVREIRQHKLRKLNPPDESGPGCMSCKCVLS
# Avidin fluor: avidin bead compound fluorescence profile; 220,000 tested, 0.38% active; fluorescence (KMESF) at 10 µM; Avidin beads, compound fluorescence 488/530 nm, flow cytometry; stronger effect = higher value; in the data active = fluorescence above about 47; note: inactives centre near 10
# Rac1 mut GTP: human Rac1 activated mutant GTP binding change. P63000. GST-Rac1 activated beads, fluorescent GTP binding, flow cytometry; actives lie on both sides; 100% means binding = to untreated wells. percent activity (GTP binding), % at 10 µM. 190,000 tested, 0.11% active. AID 764;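 active = GTP binding at least 20 percentage points away from the 100% baseline, in either direction, so actives lie on both sides; inconclusive = Compound likely fluorescent itself, or too few beads counted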
# Cdc42 wt GTP: human Cdc42 wildtype GTP binding change, either direction; P60953; GST-Cdc42 beads, Bodipy-GTP binding, flow cytometry; actives lie on both sides; percent activity (GTP binding), % at 10 µM; 190,000 tested, 0.2% active;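 active = percent activity GTP binding at least 20 points away from the 100% baseline, either down as inhibitor or up as activator; inconclusive = compound flagged as likely green fluorescent from well-wide comparison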;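 note: median bead fluorescence of bound Bodipy-FL-GTP at 100 nM; 0% = excess unlabeled GTP control and 100% = no compound control; below 100% means less GTP binding so inhibitor and above means activator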
# Target sequence (P60953 whole entry, looked up): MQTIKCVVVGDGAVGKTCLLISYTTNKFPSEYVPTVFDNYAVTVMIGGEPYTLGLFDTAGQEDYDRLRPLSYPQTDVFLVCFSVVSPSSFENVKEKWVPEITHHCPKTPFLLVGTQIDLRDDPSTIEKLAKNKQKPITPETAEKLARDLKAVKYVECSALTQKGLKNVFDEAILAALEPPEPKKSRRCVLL
# Rab7 wt modul: modulators of GTP binding to dog Rab7 wildtype GTPase; GST-Rab7 beads, fluorescent GTP binding, flow cytometry; actives lie on both sides; untreated = 100%, excess cold GTP = 0%; GTP binding activity (percent of control), % at 10 µM; 190,000 tested, 0.055% active; AID 758;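 active = fluorescent GTP binding to Rab7 beads changed by at least 20 points from the 100% baseline, either direction, mostly lower; inconclusive = compound itself probably fluorescent, or too few beads counted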;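 note: median green fluorescence of bound Bodipy-FL-GTP per Rab7 bead population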
# Mcl1 Noxa PPI: disrupts binding of human Mcl-1 to Noxa peptide. Q07820. TR-FRET Mcl-1/Noxa peptide binding, 2 h. inhibition, % at 21.7 µM. 220,000 tested, 1.5% active;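 active = compounds that cut the protein-peptide binding signal by more than 50% relative to plate controls in a single-dose test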;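 note: His-tagged Mcl-1 with rhodamine Noxa BH3 peptide and terbium anti-His antibody; 0% = Mcl-1 plus Noxa peptide wells and 100% = peptide-only wells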
# Target sequence (Q07820 whole entry, looked up): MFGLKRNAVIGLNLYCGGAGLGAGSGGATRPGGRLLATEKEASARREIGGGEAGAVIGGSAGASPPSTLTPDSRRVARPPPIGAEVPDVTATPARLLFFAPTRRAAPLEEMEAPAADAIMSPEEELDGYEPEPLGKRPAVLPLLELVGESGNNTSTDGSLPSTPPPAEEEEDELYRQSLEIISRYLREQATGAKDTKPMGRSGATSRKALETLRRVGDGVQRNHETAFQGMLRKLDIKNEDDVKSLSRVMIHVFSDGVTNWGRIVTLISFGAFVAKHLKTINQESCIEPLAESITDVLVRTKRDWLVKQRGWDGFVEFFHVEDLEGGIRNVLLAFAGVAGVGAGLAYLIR
# Pf gametocyte: kills late stage P. falciparum gametocytes | P. falciparum stage V gametocytes, ATP luminescence, 24 h | inhibition, % at 10.9 µM | 150,000 tested, 0.065% active | AID 743093;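 active = inhibition above the mean plus 3 SD of compounds within the control limits, set per campaign, cut at about 38% in these data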;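 note: 0% = DMSO wells and 100% = medium only without gametocytes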
# Rac1 wt GTP bind: alters GTP binding to wildtype human Rac1; 190,000 tested, 0.27% active; GST-Rac1 beads, fluorescent GTP binding, flow cytometry; actives lie on both sides; 0 = cold GTP competed, 100 = untreated; GTP binding activity (% of control), % at 10 µM;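 active = GTP binding activity at least 20 points away from the 100% control level, either lower or higher; inconclusive = compound flagged as likely green fluorescent, judged across all proteins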
# Mcl1-Bid inh: Mcl-1/Bid interaction inhibition; Q07820; AID 1021; 220,000 tested, 0.97% active; TR-FRET Mcl-1/Bid-Dy647 peptide binding, 1536-well; inhibition, % at 21.7 µM;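 active = compounds that cut the binding signal by more than half at the single screening dose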;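 note: His-tagged Mcl-1 with europium anti-His antibody binding Bid BH3 peptide; 0% = Mcl-1 plus peptide wells and 100% = peptide-only wells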
# Bim-Mcl-1: inhibitors of Bim-Mcl-1 interaction, human; AID 1009; 190,000 tested, 0.1% active; inhibition, % at 10 µM; Q07820; Bead-based flow cytometry, Bim peptide-Mcl-1 binding; in the data active = inhibition above about 40%;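 note: 0% = no compound tracer wells and 100% = peptide blocker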
# Rab2A wt mod: changes GTP binding to wildtype dog Rab2A, up or down | AID 760 | 190,000 tested, 0.19% active | GST-Rab2 wt beads, Bodipy-GTP binding, flow cytometry | P61105 | GTP binding activity, % at 10 µM;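 active = GTP binding activity at least 20 points away from 100%, either lowered or raised; inconclusive = signal likely due to the compound's own green fluorescence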;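 note: 0% = beads with excess unlabeled GTP and 100% = no-compound control corrected for plate trend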
# An asterisk follows results filed as active; ? = inconclusive; . = not tested or not shown.
item	mol	HRas wt GTP bind	Avidin fluor	Rac1 mut GTP	Cdc42 wt GTP	Rab7 wt modul	Mcl1 Noxa PPI	Pf gametocyte	Rac1 wt GTP bind	Mcl1-Bid inh	Bim-Mcl-1	Rab2A wt mod
1	CCc1ccccc1N1C(=O)C2CC=CCC2C1=O (centres undefined)	99	40	98	104	93	-2	.	107	19	-3	97
2	CC(=O)c1c(C)n(-c2ccccc2)c2ccc(O)cc12	100	21	101	101	96	7	-4	102	-18	1	100
3	C/C(N)=C(/C#N)C(=O)COC(=O)CNS(=O)(=O)c1ccc(C)cc1	96	8	91	97	94	15	1	96	-29	-2	95
4	Cn1cccc1Cc1nnc(SCC(=O)NC2CCCC2)n1CCc1ccccc1	100	8	96	99	100	11	.	104	-34	-2	100
5	CCSc1nnc(NC(=O)CSc2nnc(C)c(=O)n2N)s1	95	7	96	92	98	-15	1	97	0	-2	95
6	Oc1nc(Nc2cccc(Cl)c2)sc1/C=C1\C=Nc2ccccc21	94	13	92	94	92	36	14	95	-20	-2	92
7	Fc1ccc(-c2[nH]ncc2CN(CC2CCC2)CC2CCCO2)c(F)c1 (centres undefined)	97	12	97	96	103	-1	-14	97	-34	1	97
8	CC1CCN(CC(=O)Nc2cc(C(F)(F)F)ccc2Cl)CC1	102	2	100	101	100	9	-9	103	-7	0	98
9	COc1ccc(/C=N/NC(=O)CSc2n[nH]c(=O)[nH]c2=O)cc1	94	7	93	98	95	2	.	97	-3	-1	95
10	c1cnc2c(c1)ncc1cscc12	99	14	99	103	95	10	-17	100	-10	-1	95
11	CCCn1nc(NC(=O)CC(C)C)c2cc3ccccc3nc21	97	35	96	97	95	30	7	93	-6	2	94
12	Cc1ccccc1Nc1nnc(SCc2nc3ccccc3c(=O)[nH]2)s1	98	10	93	102	105	3	.	100	12	2	100
13	CCOc1ccccc1N1CCN(C(=S)NCc2ccc(Cl)cc2)CC1	95	8	91	89	95	13	4	93	-40	-1	94
14	COc1ccc(NC(=O)C2CC(c3cc(OC)c(OC)c(OC)c3)=NO2)cc1OC (centres undefined)	100	7	98	100	100	7	-24	103	-82	-2	100
15	CCCCC(c1nnnn1CCOC)N1CCN(c2cccc(OC)c2)CC1 (centres undefined)	104	23	102	106	102	-1	-24	107	38	-1	103
16	CCOC(=O)c1nnc(-c2ccccc2)[nH]c1=O	95	10	92	96	92	13	-15	98	1	0	94
17	CC1CCN(CC(O)COCCC23CC4CC(CC(C4)C2)C3)CC1 (centres undefined)	103	9	101	104	98	10	.	103	1	0	101
18	O=C(O)C1CCCCC1C(=O)Nc1ccccn1 (centres undefined)	101	6	97	99	97	0	.	98	1	-1	100
19	O=C(O)c1cc(O)ccc1-c1ccc(O)cc1	99	13	97	99	102	28	.	101	-9	-2	100
20	Cc1cc(CNCc2c(C(=O)N3CCCCCCC3)nc3ccc(Cl)cn23)nn1C	94	10	92	93	95	10	-3	95	-44	0	95
21	CCOC(=O)c1[nH]c2ccc(OC)cc2c1NC(=O)CN1CCc2ccccc2C1	101	9	96	97	96	2	-1	97	-35	-2	100
22	CCC(=O)NCCc1c[nH]c2ccccc12	103	17	102	100	105	5	.	107	-44	-1	105
23	CCOc1nc(OCC)nc(N2CCC(C)CC2)n1	99	9	96	99	97	6	.	104	-9	0	97
24	Clc1ccc(Cl)c(OCc2cc(-c3ccccc3Cl)on2)c1	?	10	?	?	?	10	.	?	2	2	?
25	CCOc1ccc(CC(=O)NCc2cn3c(C)csc3n2)cc1	103	6	97	98	102	1	.	102	-27	-1	102
26	CC(C)(C)c1cc(CN2CCC(O)CC2)cc(C(C)(C)C)c1O	100	7	100	102	100	25	-19	104	23	3	99
27	CCc1ncc(C(O)c2cccc3ccccc23)n1C (centres undefined)	99	7	98	100	102	19	-1	103	-34	-10	100
28	OC1CCN(c2ncnc3nc[nH]c23)CC1	100	7	100	100	100	4	.	105	-6	0	103
29	O=C(Cn1c(-c2cncs2)nc2ccccc21)NCCc1ccccc1	102	5	102	103	101	2	.	106	-14	2	101
30	CCOC(=O)Cc1cnc(NC(=O)CSc2nc(N)cc(N)n2)s1	?	22	?	?	?	18	11	?	-24	-26	?
31	COC(=O)c1ccccc1NC(=O)COC(=O)c1ccccc1N=Nc1ccc(N(C)C)cc1	104	4	99	105	105	24	.	107	-5	-2	102
32	CCOC(=O)N1CCN(S(=O)(=O)c2ccc(C)cc2)C1c1ccccc1 (centres undefined)	98	11	96	96	94	-13	.	97	-15	0	95
33	CCOC(=O)NC(Nc1ncccn1)(C(F)(F)F)C(F)(F)F	?	5	?	?	?	-12	-13	?	3	-1	?
34	CC(SCc1ccccc1)C(=O)NN=C1CCN(C)CC1 (centres undefined)	95	18	97	98	99	6	.	99	2	-1	96
35	O=C(NC12CC3CC(CC(C3)C1)C2)c1ccc(-c2cccc(Cl)c2)o1	99	16	101	94	97	13	19	103	-16	-6	101
36	COc1ccc2cc(C3(C)NC(=O)N(CC(=O)NCc4ccco4)C3=O)ccc2c1 (centres undefined)	96	11	95	99	98	-1	3	100	-55	-1	94
37	CCN(CC(=O)NC1CCS(=O)(=O)C1)c1nc(-c2ccccc2)nc2ccccc12 (centres undefined)	100	7	99	104	103	2	8	105	-27	-1	100
38	CCCC12CN3CCN(CC(C3)/C1=N\NC(=O)c1ccc(F)cc1)C2	98	10	98	102	98	7	-6	100	-32	-6	99
39	COC(=O)c1cccc(NC(=S)Nc2cccc(Cl)c2Cl)c1	100	7	98	102	101	35	.	100	98*	-4	98
40	O=C(c1ccc(N2CN(C(=O)c3ccco3)c3nc4ccccc4nc32)cc1)N1CCOCC1	98	6	99	98	96	-25	25	99	-15	2	100
41	CSc1ccccc1NC(=O)CN(C)CC(=O)Nc1ccc(Cl)cc1F	96	8	98	100	96	7	.	101	-20	-4	97
42	Cc1cc(C)n(-c2ccc(C(=O)N3CCc4ccccc43)cc2)n1	101	28	102	102	104	4	.	107	-20	-4	101
43	COc1ccc(-c2nnc(SCC(=O)NCc3ccco3)o2)cc1	100	9	98	102	102	12	.	105	-40	-3	102
44	CCCCN1C(=O)/C(=C2\SC(N3CCCCC3)=NC2=O)c2ccccc21	96	4	96	95	92	39	-20	96	-14	0	94
45	Cc1cccc(NC(=O)c2ccc(C(=O)Nc3cccc(C)c3)nc2)c1	100	4	97	100	104	-1	18	101	-17	-2	103
46	C(=C\c1cccc2ccccc12)/c1nnc(-c2cccs2)o1	98	17	98	98	101	-3	.	95	4	-2	99
47	Cc1ccc(C)c(N(C(=O)c2nsc(Cl)c2Cl)C(C(=O)NC2CCCC2)c2ccc(O)cc2)c1 (centres undefined)	99	12	100	91	96	22	13	100	0	-1	98
48	COC(=O)CN(c1ccccc1)S(=O)(=O)c1ccc(F)cc1	101	35	101	103	104	7	.	109	-1	-2	102
49	O=c1c2nnn(Cc3ccccc3)c2ncn1-c1ccccc1	96	8	95	98	96	.	-15	93	-17	0	97
50	Cc1nn2c(COc3ccc(NC(=O)C(C)C)cc3)nnc2c2ccccc12	97	4	95	94	95	3	-14	94	-34	0	94

# Further results follow.
item	mol	HRas wt GTP bind	Avidin fluor	Rac1 mut GTP	Cdc42 wt GTP	Rab7 wt modul	Mcl1 Noxa PPI	Pf gametocyte	Rac1 wt GTP bind	Mcl1-Bid inh	Bim-Mcl-1	Rab2A wt mod
51	CCOc1cccc(OCCCCN2CCCCC2)c1	101	20	101	101	97	12	4	108	7	-6	101
52	COc1cc(NC(=O)CSc2nnc(C)s2)cc(OC)c1	99	5	97	98	98	-6	.	99	-25	0	97
53	COc1ccc(CNC(=O)C2CCCN2)cc1OC (centres undefined)	100	12	95	98	101	18	-10	101	2	0	98
54	Cc1cc(C)c2nc(SCc3ccc([N+](=O)[O-])cc3)nc(C)c2c1	104	11	99	103	96	1	19	104	-14	-1	102

# An excerpt from above in order of length of the SMILES, high to low:
item	mol	HRas wt GTP bind	Avidin fluor	Rac1 mut GTP	Cdc42 wt GTP	Rab7 wt modul	Mcl1 Noxa PPI	Pf gametocyte	Rac1 wt GTP bind	Mcl1-Bid inh	Bim-Mcl-1	Rab2A wt mod
47	Cc1ccc(C)c(N(C(=O)c2nsc(Cl)c2Cl)C(C(=O)NC2CCCC2)c2ccc(O)cc2)c1 (centres undefined)	99	12	100	91	96	22	13	100	0	-1	98
40	O=C(c1ccc(N2CN(C(=O)c3ccco3)c3nc4ccccc4nc32)cc1)N1CCOCC1	98	6	99	98	96	-25	25	99	-15	2	100
54	Cc1cc(C)c2nc(SCc3ccc([N+](=O)[O-])cc3)nc(C)c2c1	104	11	99	103	96	1	19	104	-14	-1	102
44	CCCCN1C(=O)/C(=C2\SC(N3CCCCC3)=NC2=O)c2ccccc21	96	4	96	95	92	39	-20	96	-14	0	94
50	Cc1nn2c(COc3ccc(NC(=O)C(C)C)cc3)nnc2c2ccccc12	97	4	95	94	95	3	-14	94	-34	0	94
45	Cc1cccc(NC(=O)c2ccc(C(=O)Nc3cccc(C)c3)nc2)c1	100	4	97	100	104	-1	18	101	-17	-2	103
42	Cc1cc(C)n(-c2ccc(C(=O)N3CCc4ccccc43)cc2)n1	101	28	102	102	104	4	.	107	-20	-4	101
41	CSc1ccccc1NC(=O)CN(C)CC(=O)Nc1ccc(Cl)cc1F	96	8	98	100	96	7	.	101	-20	-4	97
48	COC(=O)CN(c1ccccc1)S(=O)(=O)c1ccc(F)cc1	101	35	101	103	104	7	.	109	-1	-2	102
39	COC(=O)c1cccc(NC(=S)Nc2cccc(Cl)c2Cl)c1	100	7	98	102	101	35	.	100	98*	-4	98
49	O=c1c2nnn(Cc3ccccc3)c2ncn1-c1ccccc1	96	8	95	98	96	.	-15	93	-17	0	97
52	COc1cc(NC(=O)CSc2nnc(C)s2)cc(OC)c1	99	5	97	98	98	-6	.	99	-25	0	97
53	COc1ccc(CNC(=O)C2CCCN2)cc1OC (centres undefined)	100	12	95	98	101	18	-10	101	2	0	98

# Source: PubChem BioAssay (several laboratories)
